XBP1 UPR activ – activators of adaptive XBP1 UPR arm, primary screen, cell-based, CHO-XBP1 luciferase reporter, luminescence, uHTS. IRE1-XBP1 UPR activation; percent of tunicamycin response, DMSO as zero. activation, % at 20 µM. actives 0.33% (n = 330,000);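 active = versus positive control, 20 µM dose yields 30% or more activation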;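 note: 100% = tunicamycin at 10 µg/mL and 0% = DMSO only wells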
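Material: IRE1-XBP1 luciferase reporter CHO line / Quantity: one thousand reporter cells per well / Buffer or medium: F12 with 10% serum / Compound: 20 µM single concentration, DMSO 1% / Times: 6 h treatment, 37 °C / Detection: Steady-Glo luciferase glow luminescence, 10 min after reagent addition / Benchmarks: tunicamycin high, DMSO low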
CXCR6 block – CXCR6 receptor inhibitors, primary screen, cell-based, beta-arrestin, luminescence, CHO-K1 PathHunter, 1536-well. inhibition, % at 20 µM. actives 0.36% (n = 360,000). AID 602244, 2012; in the data active = inhibition above about 34%, passing the limit was not always enough;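 note: antagonist mode with CXCL16 agonist at 10 nM final; 0% = 10 nM CXCL16 with DMSO and 100% = unstimulated wells without agonist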
Target sequence (O00574 whole entry, looked up): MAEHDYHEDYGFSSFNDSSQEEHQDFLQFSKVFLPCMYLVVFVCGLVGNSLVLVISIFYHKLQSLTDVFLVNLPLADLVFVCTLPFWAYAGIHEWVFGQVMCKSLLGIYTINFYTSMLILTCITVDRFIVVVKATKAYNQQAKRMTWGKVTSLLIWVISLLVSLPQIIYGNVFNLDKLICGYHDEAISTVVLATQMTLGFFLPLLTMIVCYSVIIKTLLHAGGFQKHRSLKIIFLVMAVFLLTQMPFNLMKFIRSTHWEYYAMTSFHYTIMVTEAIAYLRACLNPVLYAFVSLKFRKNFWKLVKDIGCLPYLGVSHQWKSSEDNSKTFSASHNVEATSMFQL
tim23-1 inh – growth inhibitors of tim23-1 mutant yeast, primary screen, luminescence, uHTS; S. cerevisiae tim23-1 growth, BacTiter-Glo luminescence, 24 h; inhibition, % at 20 µM; actives 1.3% (n = 330,000); AID 463212, 2010;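 active = growth inhibition of the mutant yeast at or above 50%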;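 note: temperature-sensitive mutant grown at 25 °C; plate controls were DMSO-treated mutant yeast for no effect and medium wells lacking yeast for full effect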
TIM10 inh – growth inhibitors of isogenic TIM10 control yeast, primary screen, counter-screen for tim10-1 yeast inhibitor project, luminescence, uHTS. S. cerevisiae TIM10 strain growth, BacTiter-Glo luminescence, 24 h. AID 463195, 2010. inhibition, % at 10 µM. actives 1.4% (n = 330,000);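 active = inhibition of 40% or more at the single tested concentration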;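 note: wild-type TIM10 isogenic control strain grown at permissive 25 °C; 0% = DMSO yeast wells and 100% = minimal medium wells without yeast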
Mdm2-MdmX inh – inhibitors of human Mdm2-MdmX association, primary screen, cell-based, luminescence, split luciferase, SaOS-2, uHTS; Protein Mdm4 (Homo sapiens) + E3 ubiquitin-protein ligase Mdm2 (Homo sapiens), …; SaOS-2 split-luciferase Mdm2/MdmX complementation; inhibition, % at 8 µM; actives 3% (n = 330,000);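 active = inhibition of at least 50% at 8 µM in the primary screen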
APJ agonist – agonists of human apelin receptor APJ, primary screen, CHO-K1 cells, PathHunter beta-arrestin, luminescence; P35414; 0% DMSO wells, 100% apelin; activation, % at 20 µM; actives 0.11% (n = 330,000); AID 2520, 2010;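 active = activation more than six SD over the plate average, tested at 20 µM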;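 note: 0% = DMSO alone and 100% = apelin-13 at 10 nM; some results filed as inactive read as strong as hits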
Target sequence (P35414 whole entry, looked up): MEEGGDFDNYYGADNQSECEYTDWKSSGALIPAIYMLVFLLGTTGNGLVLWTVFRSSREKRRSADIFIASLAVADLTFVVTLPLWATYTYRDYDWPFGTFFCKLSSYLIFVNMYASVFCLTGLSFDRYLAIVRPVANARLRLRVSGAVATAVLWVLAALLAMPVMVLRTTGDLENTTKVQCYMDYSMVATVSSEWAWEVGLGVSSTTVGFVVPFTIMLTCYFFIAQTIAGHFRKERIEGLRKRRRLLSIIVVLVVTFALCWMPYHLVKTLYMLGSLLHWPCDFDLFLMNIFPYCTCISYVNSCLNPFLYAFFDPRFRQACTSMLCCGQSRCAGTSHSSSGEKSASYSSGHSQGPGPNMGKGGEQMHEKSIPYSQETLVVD
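Incubation: overnight seeding, 90 min compound at 25 °C, 1 h detection; test system: PathHunter CHO-K1 APJ (AGTRL-1) beta-arrestin reporter cells; amount: 1000 cells/well; doses: one dose, 20 µM compound, 1% DMSO; measured by: beta-gal luminescence; measure: agonist-driven arrestin binding to APJ; benchmarks: negative DMSO alone, positive Apelin-13 at 10 nM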
tim10-1 inh – growth inhibitors of tim10-1 mutant yeast, primary screen, luminescence, uHTS. S. cerevisiae tim10-1 ts strain growth, BacTiter-Glo, 24 h. actives 2.2% (n = 330,000). inhibition, % at 20 µM. AID 463190, 2010;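 active = inhibition of at least 40%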;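 note: mutant grown at 25 °C; 0% = DMSO wells with yeast and 100% = wells holding no yeast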
UPR CHOP act – activators of apoptotic CHOP UPR arm, primary screen, cell-based, CHO-CHOP luciferase reporter, luminescence, uHTS; AID 449763, 2010; activation, % at 10 µM; UPR activation; percent of tunicamycin response over DMSO baseline; actives 0.34% (n = 330,000);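 active = at 10 µM dose, activation of 40% or more, normalized to positive control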;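 note: 100% = tunicamycin at 10 µg/mL and 0% = DMSO alone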
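Evaluation: % reporter activation, DMSO baseline versus tunicamycin full activation; System: CHO-CHOP luciferase reporter cell line; Input: 500 cells/well; Incubation: 6 h compound treatment, 37 °C; Measured by: Steady-Glo luciferase luminescence; Dosing: one dose, 10 µM in 0.5% DMSO; Buffer or medium: F12 medium, 10% FBS; Benchmarks: positive tunicamycin 10 µg/mL, negative DMSO alone.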
APJ antag – antagonists of human apelin receptor APJ, primary screen, CHO-K1 cells, beta-arrestin complementation, luminescence | P35414 | actives 0.32% (n = 330,000) | inhibition, % at 20 µM;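 active = inhibition above about 40% at 20 µM, limit read from the data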;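 note: cells challenged with 10 nM apelin-13 agonist together with compound; plate controls were apelin-13 plus DMSO wells for no effect and DMSO wells lacking apelin-13 for full effect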
The depositor's hits bear a star; / = no result given.

Screens in order: TIM10 inh	Mdm2-MdmX inh	UPR CHOP act	CXCR6 block	APJ agonist	tim23-1 inh	XBP1 UPR activ	tim10-1 inh	APJ antag
Cc1ccc(C(=O)NCC(=O)OCC(=O)Nc2cccc(S(=O)(=O)N3CCCC3)c2)cc1C
    8	1	-0.5	6	-4	-1	-2	-7	-8
CCCNC(=O)C1CN(C(=O)c2nn(Cc3ccccc3)c(=O)c3ccccc23)c2ccccc2O1 (stereo unspecified)
    6	-9	1.9	8	-2	26	-1	16	-36
CC(C)CC(C)NC(=O)c1ccc(C(F)(F)F)cc1 (stereo unspecified)
    -19	-13	2.2	2	-3	-5	-1	-5	5
CCC(=O)Nc1cccc(-c2nc3ccccc3o2)c1
    27	-30	4.7	-6	2	-3	3	29	-4
CCN(CC)S(=O)(=O)c1ccc(N2CCOCC2)c(NC(=O)Cc2ccc(Cl)cc2)c1
    27	6	0.4	-1	-1	21	0	36	14
CC(C)Oc1ccc(C2NC(=O)NC2=O)cc1 (stereo unspecified)
    6	-6	1.2	2	4	27	-1	15	-10
COc1ccc(C)cc1-n1nnnc1SCc1cc(=O)n2cc(C)ccc2n1
    17	29	2.6	-12	2	-2	0	28	23
CC(OC(=O)Cn1cnc2c1c(=O)n(C)c(=O)n2C)C(=O)c1ccccc1 (stereo unspecified)
    -5	11	1.9	-5	-3	-5	0	-1	10
CN(Cc1cccs1)C(=O)Cc1csc(-c2ccccc2)n1
    7	-25	1.7	0	-4	24	0	-6	-21
COc1ccccc1Nc1nc(Cl)c(C=O)s1
    36	-3	2.5	3	-6	39	1	37	17

The listing continues.
Screens in order: TIM10 inh	Mdm2-MdmX inh	UPR CHOP act	CXCR6 block	APJ agonist	tim23-1 inh	XBP1 UPR activ	tim10-1 inh	APJ antag
CCOC(=O)c1[nH]c(C)c(/C(O)=C2\C(=O)C(=O)N(CCN3CCOCC3)C2c2cccs2)c1C (stereo unspecified)
    1	25	-2.3	-2	-2	-5	-3	7	21
CC1CCN(Cc2ccc(-c3nn[nH]n3)cc2)CC1
    10	14	-2.0	-10	0	1	-4	8	-39
COC(=O)c1cc(OC)c(OC)cc1NC(=S)N1CCN(C/C=C/c2ccccc2)CC1
    20	2	1.9	0	-2	27	-3	21	-15
CCCc1nnc(NC(=O)CCC(=O)N2CCN(c3ccccc3)CC2)s1
    3	17	-1.9	11	4	0	-1	8	2
CCC(C)NC(=O)C1CCC(CNS(=O)(=O)c2ccc3c(c2)N(C(C)=O)CCO3)CC1 (stereo unspecified)
    -6	29	1.6	-9	4	1	-3	11	27
O=C(CCCNC(=O)/C(=C/c1ccc(F)cc1)NC(=O)c1ccccc1)OCc1ccccc1
    19	24	0.7	3	-4	3	-4	25	21
CCCCNC(=O)C1CCCN1C(=O)Nc1cccc(OC)c1 (stereo unspecified)
    8	14	-0.3	-12	2	7	-1	8	5
COc1cc(OC)cc(C(=O)NCC(=O)OCc2cc(=O)oc3cc(OC)ccc23)c1
    -1	11	0.6	2	-2	-15	0	1	-28
CC1=CCC(C(=O)O)(C(=O)N/N=C/c2cccs2)C(c2ccc([N+](=O)[O-])cc2)C1 (stereo unspecified)
    21	8	-1.2	-13	-5	30	-2	35	-1
Cc1ccc(C)c(-n2cc(CNC(C)Cn3cncn3)c(-c3ccccc3)n2)c1 (stereo unspecified)
    7	4	-1.3	3	-4	2	0	12	16

Later entries
Screens in order: TIM10 inh	Mdm2-MdmX inh	UPR CHOP act	CXCR6 block	APJ agonist	tim23-1 inh	XBP1 UPR activ	tim10-1 inh	APJ antag
CCCc1ccc(OCCNC(C)=O)cc1
    -2	16	-2.5	0	-2	7	-2	6	-1
CC(C)Oc1cccc(C(=O)Nc2ccc(NC(=O)c3ccco3)cc2)c1
    -3	16	-0.9	-6	1	11	1	-21	-1
CCCCN(C(=O)CN1CCOCC1)c1c(N)n(CC(C)C)c(=O)[nH]c1=O
    2	-1	0.7	-13	0	6	1	4	11
CN(C(=O)c1ccccc1C(=O)OCC(=O)NCc1cccs1)C1CCCCC1
    10	17	0.2	-1	-2	10	-1	25	8
Cc1cccc(NC(=S)NN(Cc2ccccc2)c2ccccc2)c1C
    43*	-8	-1.6	4	-3	16	-4	30	15
O=C(Nc1ccccc1C(=O)Nc1ccccn1)c1cc(F)c(F)cc1Cl
    -8	17	0.4	8	-1	30	-1	2	4
COc1ccc(C2=NCC(CSc3nnc(-c4ccc5c(c4)OCO5)o3)S2)cc1 (stereo unspecified)
    6	-27	4.6	-6	-2	4	0	9	0
CC(C)C[C@H](NC(=O)c1nc[nH]c1C(=O)N[C@@H](CC(C)C)C(=O)OC(C)(C)C)C(=O)OCc1ccccc1
    6	64*	1.5	/	-2	4	18	3	10
O=C1c2cccc3c([N+](=O)[O-])ccc(c23)C(=O)N1O
    15	7	-3.3	-13	7	46	22	-21	-55
Cc1ccccc1OC/C(O)=C(\C#N)c1nc2ccccc2[nH]1
    15	24	0.1	-2	-1	10	2	15	13

Given with tabs: part of the list above
Compound	TIM10 inh	Mdm2-MdmX inh	UPR CHOP act	CXCR6 block	APJ agonist	tim23-1 inh	XBP1 UPR activ	tim10-1 inh	APJ antag
CC1=CCC(C(=O)O)(C(=O)N/N=C/c2cccs2)C(c2ccc([N+](=O)[O-])cc2)C1 (stereo unspecified)	21	8	-1.2	-13	-5	30	-2	35	-1
Cc1ccc(C)c(-n2cc(CNC(C)Cn3cncn3)c(-c3ccccc3)n2)c1 (stereo unspecified)	7	4	-1.3	3	-4	2	0	12	16
CCCc1ccc(OCCNC(C)=O)cc1	-2	16	-2.5	0	-2	7	-2	6	-1
CC(C)Oc1cccc(C(=O)Nc2ccc(NC(=O)c3ccco3)cc2)c1	-3	16	-0.9	-6	1	11	1	-21	-1
CCCCN(C(=O)CN1CCOCC1)c1c(N)n(CC(C)C)c(=O)[nH]c1=O	2	-1	0.7	-13	0	6	1	4	11
CN(C(=O)c1ccccc1C(=O)OCC(=O)NCc1cccs1)C1CCCCC1	10	17	0.2	-1	-2	10	-1	25	8
Cc1cccc(NC(=S)NN(Cc2ccccc2)c2ccccc2)c1C	43*	-8	-1.6	4	-3	16	-4	30	15
O=C(Nc1ccccc1C(=O)Nc1ccccn1)c1cc(F)c(F)cc1Cl	-8	17	0.4	8	-1	30	-1	2	4
COc1ccc(C2=NCC(CSc3nnc(-c4ccc5c(c4)OCO5)o3)S2)cc1 (stereo unspecified)	6	-27	4.6	-6	-2	4	0	9	0
CC(C)C[C@H](NC(=O)c1nc[nH]c1C(=O)N[C@@H](CC(C)C)C(=O)OC(C)(C)C)C(=O)OCc1ccccc1	6	64*	1.5	/	-2	4	18	3	10
O=C1c2cccc3c([N+](=O)[O-])ccc(c23)C(=O)N1O	15	7	-3.3	-13	7	46	22	-21	-55
Cc1ccccc1OC/C(O)=C(\C#N)c1nc2ccccc2[nH]1	15	24	0.1	-2	-1	10	2	15	13

(more compounds)
Screens in order: TIM10 inh	Mdm2-MdmX inh	UPR CHOP act	CXCR6 block	APJ agonist	tim23-1 inh	XBP1 UPR activ	tim10-1 inh	APJ antag
CC(=O)Nc1sc(-c2ccccc2)nc1-c1ccccc1
    28	8	1.0	-5	-1	34	11	18	12
O=c1n(Cc2ccccc2Cl)nc2n1-c1ccccc1SC2
    22	-38	4.1	-1	0	36	2	13	-4
Cc1ccc2c(c1)[nH]c1c(=O)n(CCCN3CCOCC3)cnc12
    -15	11	2.7	-6	-1	-1	0	-10	6
O=C(Nc1ccccc1)Nc1cc(Cl)cc(Cl)c1
    1	91*	3.2	-16	4	-8	0	-12	-3
CCN(CC)C(=O)Cn1cc(/C=C(\C#N)C(=O)N2CCN(c3ccccc3)CC2)c2ccccc21
    7	-7	0.9	10	-2	18	-2	17	-22
Cc1ccc(Cl)cc1N(C(=O)c1csnn1)C(C(=O)NC1CCCC1)c1ccco1 (stereo unspecified)
    5	34	0.7	9	2	-2	2	-9	4
Cc1ccc(OCC(O)CNCc2ccccc2)cc1C (stereo unspecified)
    -13	3	-0.4	-2	-1	4	0	11	-12
O=C(COC(=O)CCC(=O)c1cccs1)Nc1ccccc1[N+](=O)[O-]
    -5	0	1.2	10	2	3	-2	12	3
O=C(c1cccc(S(=O)(=O)N2CCc3ccccc3C2)c1)N1CCN(c2ccccc2)CC1
    23	3	0.5	4	-5	27	-3	26	5
Cc1ccc([C@@H]2CC=C(C(=O)O)[C@H](c3ccc(Br)cc3)N2S(=O)(=O)c2ccccc2C)cc1
    11	31	0.9	-2	-2	32	-1	23	9

New compounds follow
Screens in order: TIM10 inh	Mdm2-MdmX inh	UPR CHOP act	CXCR6 block	APJ agonist	tim23-1 inh	XBP1 UPR activ	tim10-1 inh	APJ antag
O=C(Nc1nnc(-c2ccc(Br)cc2)o1)c1cccc(N2C(=O)CCC2=O)c1
    -1	-9	0.2	3	-5	14	-2	7	-3
C/C(=N\O)C(C)/[N+]([O-])=C/c1nc(C)c(C)n1O (stereo unspecified)
    -1	-12	-0.2	-3	-1	3	0	13	-7
O=C(Nc1ccc(N2CCN(C(=O)c3ccccc3)CC2)cc1)c1cc2ccccc2o1
    11	12	5.3	-5	11	6	-4	-9	-26
Cc1nnc(SCC(=O)Nc2ccc(Cl)cn2)s1
    3	-9	2.3	-2	-1	4	0	18	5
CCCC(C)n1[nH]c(=O)c2c(C)cc(C)nc21 (stereo unspecified)
    -5	9	-1.6	-5	4	-1	0	-15	-5
CC(C)(C)CC(C)(C)NCC(O)COCCOc1ccc(Br)cc1 (stereo unspecified)
    4	65*	-0.8	-13	-2	-13	3	0	14
CC1(C)CC(=O)C(C=NCCN2CCN(C(=S)NC3CCCCC3)CC2)=C(O)C1
    1	28	4.8	-4	1	11	-1	9	-2
COc1ccc(OC)c(/C=N\NC(=O)CSc2nnc(CCCc3ccc(OC)c(C)c3)o2)c1
    -8	17	-1.9	-7	-4	-3	1	-2	6
Cc1ccccc1Nc1nc(N)nc(CSc2nc3ccccc3s2)n1
    16	13	0.8	-12	-5	19	3	-3	3
Cc1cc(OC(=O)C(C)(C)C)c([N+](=O)[O-])c(=O)[nH]1
    0	2	1.7	-4	-1	8	-1	1	13
CCC(Sc1nc(N)c(NC(=O)c2ccco2)c(=O)[nH]1)C(=O)O (stereo unspecified)
    4	6	0.2	-11	-7	-3	-4	6	10
CCCCN(C(=O)C(C)Oc1ccc(Br)cc1)c1c(N)n(CC(C)C)c(=O)[nH]c1=O (stereo unspecified)
    6	7	-0.3	-5	1	6	-1	10	10

High-throughput results as filed in PubChem.

Only part of the results is shown. The share of hits here may be higher or lower than overall.
